GPR35 antagonists – GPR35 antagonists blocking zaprinast-driven arrestin recruitment, primary screen, imaging, U2OS, beta-arrestin-GFP, zaprinast agonist (AID 2058); actives 0.052% (n = 290,000); U2OS GPR35 beta-arrestin-GFP translocation imaging, zaprinast antagonism; higher % means a stronger effect; inhibition, % at 10 µM, or IC50 in µM where a hit was titrated;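 active = inhibition of at least 50% with at least 30 cells and total cytoplasm GFP at most 10,000,000; inconclusive = under 30 cells or total GFP of 10,000,000 plus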
Dengue-2 NS5 capping – Dengue-2 NS5 methyltransferase inhibitors, primary screen, biochemical, confirmation dose response (AID 588689). Dengue-2 NS5 methyltransferase capping enzyme assay, biochemical; higher % means a stronger effect. inhibition, % at 25 µM; hits with a dose series show IC50 in µM. actives 0.3% (n = 340,000); in the data active = a potency from the dose series; inconclusive = inhibition above about 29% without an active follow-up result
GPR55 antagonists – inhibition of LPI-stimulated GPR55 beta-arrestin translocation – imaging, U2OS, beta-arrestin-GFP, LPI agonist, primary screen (AID 2013) | U2OS GPR55 beta-arrestin-GFP translocation imaging, LPI antagonism; higher % means a stronger effect | actives 0.13% (n = 290,000) | inhibition, % at 10 µM; hits with a dose series show IC50 in µM;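 active = spots per cell inhibited over 60%, with over 100 cells counted and total cytoplasm intensity under 500,000; inconclusive = wells with under 100 cells, flagged as likely toxic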;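 note: U2OS cells stably carrying GPR55 and arrestin-GFP stimulated by 5 µM LPI near EC80; imaged beta-arrestin-GFP aggregate spots per cell after agonist stimulation; plate controls were LPI-stimulated DMSO wells for no effect and DMSO wells without LPI for full effect; some results filed as inactive read as strong as hits; confirmed hits need IC50 under 10 µM and bright autofluorescent wells are also inconclusive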
SV40 large T antigen – SV40 large T antigen inhibitors, biochemical (AID 1903). inhibition, % at 20 µM, or IC50 in µM where a hit was titrated. SV40 large T antigen ATPase/helicase inhibition assay; higher % means a stronger effect. actives 0.39% (n = 310,000); in the data active = a potency from the dose series; inconclusive = inhibition mostly from about 32% at the one dose, without a potency; inactive = the rest, 99 in 100 with inhibition below about 32%; note: strong numbers were not always called active
RSV CPE inhibition – RSV antiviral activity via CPE protection, HEp-2 cells, primary 10 µM value included (AID 2391) | CPE inhibition, % at 10 µM; hits with a dose series show IC50 in µM | HEp-2 cells, RSV-induced CPE inhibition; higher % means a stronger effect | actives 0.13% (n = 310,000); in the data active = a potency from the dose series; inconclusive = CPE inhibition mostly from about 23% at the one dose, without a potency; inactive = the rest, 99 in 100 with CPE inhibition below about 21%; note: strong numbers were not always called active
HIV fusion peptide – inhibitors of HIV fusion peptide binding, primary screen, biochemical, uHTS, fluorescence dequenching (AID 1986); cell-free peptide binding, fluorescence dequenching, 30 min; higher % means a stronger effect; one-dose inhibition, % at 20 µM; IC50 in µM for titrated hits; actives 0.3% (n = 290,000); in the data active = inhibition mostly above about 52%, no sharp cut-off; inactive = mostly below about 76%; note: some results filed as inactive read as strong as hits
MgcRacGAP inhibition – MgcRacGAP GTPase-activating activity inhibitors, confirmation, biochemical, ADP Hunter fluorescence | actives 0.6% (n = 340,000) | inhibition, % at 30 µM, or IC50 in µM where a hit was titrated | AID 624330 | MgcRacGAP-stimulated Rac1 GTP hydrolysis, ADP Hunter fluorescence; higher % means a stronger effect; GST-tagged Rac1 F28L mutant substrate;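 active = first-screen hits whose inhibition reached a set limit at any dose in the follow-up dose series; inconclusive = inhibition above the set first-screen limit but never retested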;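 note: fluorescence reports GDP produced by GAP-driven GTP hydrolysis; strong numbers were not always called active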
Salmonella PhoP GFP – inhibitors of PhoP regulon expression, primary screen, Salmonella Typhimurium, GFP reporter (AID 1863); S. Typhimurium PhoP-regulated promoter GFP reporter, 4 h; higher % means a stronger effect; inhibition, % at 50 µM, or IC50 in µM where a hit was titrated; actives 0.16% (n = 300,000);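 active = inhibition over 29.93%, a cutoff 3 SD above the screen mean, later confirmed by dose response; inconclusive = inhibition over 29.93% but no dose response follow-up; inactive = inhibition at most 29.93% or unconfirmed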;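 note: 0% = low Mg2+ inducing control and 100% = high Mg2+ repressing control; strong numbers were not always called active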
K1F lysis inhibition – protection from phage-mediated lysis, alamar blue read-out – E. coli UTI89, K1F phage, bacterial capsule biogenesis inhibitors (AID 488966) | E. coli UTI89 K1F phage lysis, alamar blue, 2 h; higher % means a stronger effect | inhibition, % at 100 µM; hits with a dose series show IC50 in µM | actives 0.02% (n = 340,000);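 active = phage lysis inhibition, versus mean bacterial control, above a set limit; inconclusive = no clear call, values can overlap the other calls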;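 note: capsule biogenesis inhibitors block K1F phage lysis so surviving cells raise fluorescence; higher fluorescence means more inhibition of phage lysis; actives were called in the ten point dose series up to 300 µM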
Dengue-2 NS5 capping pilot replicate – recorded beside Dengue-2 NS5 capping, whose call it bears; inhibition, %; measured here: pilot screen replicate inhibition
An asterisk follows results filed as active; ? = inconclusive; · = no result given; [ ] = another dose, or the depositor's remark.

SMILES	GPR35 antagonists	Dengue-2 NS5 capping	GPR55 antagonists	SV40 large T antigen	RSV CPE inhibition	HIV fusion peptide	MgcRacGAP inhibition	Salmonella PhoP GFP	K1F lysis inhibition	others
O=[N+]([O-])c1cc(S(=O)(=O)N2CCCC2)ccc1N/N=C1/CCCc2ccccc21	-6%	-4%	4%	9%	2.3%	2.1%	-1%	5%	1.6%
CN(C)S(=O)(=O)c1cc(C(=O)O)c(NC2CCCCC2)cc1Cl	-5%	2%	1%	5%	1.4%	-2.8%	2%	-4%	4.3%
O=C(/C=C/c1ccco1)NCc1ccco1	-11%	·	5%	28%	·	14%	·	-8%	·
Cc1ccnc(NS(=O)(=O)c2cccs2)c1	-4%	-4%	14%	10%	1.1%	1.0%	3%	3%	-0.3%
CCOC(=O)C1CCCN(Cc2nc3ccc([N+](=O)[O-])cc3c(=O)n2-c2ccc(OC)cc2OC)C1 (configuration not stated)	-2%	-1%	1%	29%	-0.3%	-3.4%	13%	3%	0.5%
C=C(C)COc1ccc2c(C)c(CCC(=O)NC3CC3)c(=O)oc2c1	-7%	1%	8%	14%	?	0.5%	6%	-4%	-0.2%
NC(=O)CSc1ccc(S(=O)(=O)N2CCCCC2)cn1	·	13%	·	·	-0.3%	·	10%	·	0.4%[50 µM]
CN(C)CC#Cc1cncc(C(=O)NNC(=O)Nc2ccc(Cl)cc2)c1	3%	-10%	-1%	10%	0.8%	-2.5%	9%	-7%	0.6%
COc1ccc(-c2nc(CS(=O)CC(=O)N3CCN(C)CC3)c(C)o2)cc1 (configuration not stated)	-1%	2%	-2%	10%	-0.2%	-0.4%	10%	-2%	0.0%
Cc1c(N(C)C(=O)c2ccc3c(c2)OCO3)c(=O)n(-c2ccccc2)n1C	-10%	-10%	6%	1%	0.8%	2.1%	12%	1%	0.2%
C=CCn1c(Cc2cccs2)nnc1SCC(=O)Nc1ccc(C(=O)OCC)cc1	-2%	-4%	-7%	-6%	4.9%	1.9%	0%	6%	-0.4%
O=C(NCc1ccncc1)/C(=N/O)c1ccccc1	18%	5%	-19%	2%	1.6%	2.4%	-15%	-15%	0.1%
O=C(NCc1ccncc1)c1ccc(OCc2ccccc2)cc1	·	-5%	·	30%	6.2%	·	8%	-7%	0.6%
Cc1c(Cl)c([N+](=O)[O-])nn1CCCC(=O)Nc1sc2c(c1C#N)CCC2	-3%	-1%	4%	7%	-2.1%	1.6%	20%	0%	0.2%
CCn1c(SCC(=O)Nc2ccc(C(C)=O)cc2)nnc1C1CC1	3%	7%	-7%	3%	2.6%	0.3%	10%	-2%	0.3%
Cc1ccc(NC(=S)NCCN(C2CCCCC2)C2CCCC2)cc1	-2%	1%	40%	5%	-2.5%	1.0%	15%	-2%	-0.2%
COC(C/C=C\C(=O)[C@H](C)OCc1ccccc1)OC	·	-17%	·	7%	0.1%	·	9%	·	4.1%
S=c1[nH]nc(-c2ccccn2)n1/N=C/c1ccc(-c2ccccc2Br)o1	15%	2%	-10%	15%	·	5.1%	11%	-3%	-0.8%
Brc1cccc(CNc2nc3ccccc3n2CCN2CCCCC2)c1	3%	-2%	12%	18%	·	0.2%	12%	30%	1.8%
Cc1ccc(NC(=O)COC(=O)Cn2c(C)csc2=O)cc1C	-4%	1%	-2%	-4%	4.7%	2.5%	8%	6%	0.5%	Dengue-2 NS5 capping pilot replicate=-0.3
CCN1CCN(C(c2ccc(C(F)(F)F)cc2)c2ccc3cccnc3c2O)CC1 (configuration not stated)	10%	3%	8%	-1%	1.2%	1.1%	1%	55µM*	1.3%
Cc1ccc(CSc2nnc(-c3ccncc3)n2N)cc1	-8%	·	100%	14%	1.9%	-0.7%	·	-11%	·
COc1cccc(-c2onc3ccc(C(C)=O)cc23)c1	1%	1%	-3%	8%	3.7%	-1.1%	-19%	6%	-0.2%
O=C(CN1CCN(C(=O)c2ccco2)CC1)Nc1cccc(S(=O)(=O)N2CCCC2)c1	·	-1%	·	·	2.1%	·	3%	·	1.7%[50 µM]
CC(=O)c1ccc(N2CC(C)(C)C2=O)cc1	-1%	8%	4%	-4%	2.0%	-1.3%	-7%	5%	1.0%
CCOc1ccc(NC(=O)CN(C)C(=O)c2ccc(COc3ccccc3)o2)cc1OCC	·	2%	·	13%	1.3%	·	5%	-4%	0.1%
CCn1cc(CNC(=O)c2ccc(C)s2)cn1	-2%	4%	5%	6%	-1.3%	1.2%	-3%	8%	-1.1%
Cc1ccc(C)c(OCC(O)CN2CCc3ccccc3C2)c1C (configuration not stated)	-1%	-1%	-2%	25%	59%	0.9%	7%	1%	0.0%
CC1(c2nnc(-c3cccc(Cl)c3)o2)CC(c2ccccc2)=NO1 (configuration not stated)	·	-4%	·	11%	0.7%	·	7%	7%	-0.1%
COc1ccc(-c2[nH]ncc2C2N=C(N)Nc3nc4ccccc4n32)cc1 (configuration not stated)	-10%	-4%	-2%	-2%	2.3%	-0.8%	5%	6%	0.4%
CC(C)NS(=O)(=O)c1ccc(OCC(=O)Nc2ccc(F)cc2)cc1	-4%	-2%	1%	4%	-0.5%	1.2%	4%	-6%	-0.2%
C=CCNC(=S)Nc1cc(S(=O)(=O)N2CCOCC2)ccc1-n1cncn1	-2%	-3%	17%	-2%	0.3%	-1.7%	6%	-4%	3.2%
CNS(=O)(=O)c1cc(NC(=O)c2cncn2-c2ccccc2)ccc1C	6%	-7%	-2%	1%	-0.4%	-1.1%	6%	6%	-0.2%
COc1ccc(Cc2nc3ccc(C(=O)N4CCCC4)cc3o2)cc1OC	6%	-6%	-2%	12%	2.2%	0.3%	10%	-6%	0.0%
Cc1cccc(C)c1NC(=S)NNc1ncc(C(F)(F)F)cc1Cl	-15%	-4%	-17%	4%	1.5%	-0.2%	8%	1%	2.3%
O=C(COC(=O)c1ccccc1O)Nc1ncc(Cl)cc1Cl	0%	-1%	1%	14%	0.3%	23%	15%	10%	0.2%
CC(OC(=O)CCC(=O)c1ccc(Cl)s1)C(=O)NC1(C#N)CCCCC1 (configuration not stated)	·	-3%	·	·	-0.6%	·	6%	·	0.9%[50 µM]
O=C1CN(C(=O)CNCc2cccc(Cl)c2)c2ccccc2N1	-2%	-6%	13%	13%	-1.8%	-1.4%	7%	-5%	1.6%
COC(=O)c1c(-c2ccc(F)cc2)csc1NC(=O)C1CCCO1 (configuration not stated)	-6%	2%	-7%	12%	21%	0.1%	3%	-8%	0.1%
CCc1nc(SCc2ccccn2)[nH]c(=O)c1C	-5%	-2%	3%	·	-1.7%	1.3%	10%	·	-0.7%
COc1ccc(OCCC(=O)N2CCCCC2)cc1	0%	-6%	5%	3%	1.2%	1.0%	3%	-5%	0.3%
FC(F)(F)c1cccc(CNC2c3ccccc3-c3ccccc32)c1	-5%	1%	1%	-4%	2.7%	2.1%	?	4%	0.0%
CCCCCCCCNC(=O)CCNC(=O)c1ccc(C(C)(C)C)cc1	10%	6%	-12%	10%	-2.6%	0.9%	0%	-7%	0.9%
CC(C)(C)CC(=O)NCc1ccc(F)cc1	6%	5%	-6%	2%	-0.7%	5.7%	-10%	7%	4.6%
CCOC(=O)c1cc2sccc2n1CC(=O)Nc1ccc(OC)cc1OC	-5%	-1%	4%	-4%	-0.1%	-1.4%	2%	-6%	0.6%
CC1CN(C(=O)c2ccc3c(c2)OCO3)OC(c2ccccc2)O1 (configuration not stated)	-5%	-8%	2%	8%	0.1%	-3.1%	-1%	2%	1.5%
O=C(CSc1ccc(-c2ccc(Br)cc2)nn1)NC1CCCC1	-11%	0%	-10%	2%	0.3%	-0.2%	2%	-4%	0.1%
Nc1ncnc2c1ncn2CCN1CCOCC1	5%	-8%	-6%	-1%	1.0%	0.6%	2%	-15%	0.4%
O=C(Nc1cc(C(F)(F)F)ccc1N1CCOCC1)c1ccccc1F	2%	6%	13%	3%	2.4%	-1.6%	13%	-9%	0.4%
O=C(CSc1cn[nH]n1)Nc1cccc(C(F)(F)F)c1	12%	-2%	0%	5%	1.9%	1.9%	8%	1%	-0.2%
CCC(Sc1nc2cc(OC)c(OC)cc2c(=O)n1Cc1ccco1)C(=O)NCCOC (configuration not stated)	3%	-4%	4%	7%	0.6%	2.4%	15%	-6%	0.2%	Dengue-2 NS5 capping pilot replicate=0.9
CCn1c(SCC(=O)Nc2ccc(N3CCOCC3)cc2)nnc1C1CC1	·	0%	·	·	-0.1%	·	3%	·	0.9%[50 µM]
CCOc1ccc(CNC(=O)CCCC(=O)n2nc(C)c3ccccc32)cc1	11%	-7%	6%	9%	0.0%	0.6%	15%	-5%	0.2%
CCc1cc2c(SCC(=O)Nc3ncc(Cl)c(C)c3Cl)ncnc2s1	-19%	9%	7%	19%	9.6%	3.3%	7%	-5%	0.1%
Nc1nc2ccc(C(=O)N3CCCCC3)cc2s1	1%	-11%	0%	-3%	1.1%	0.5%	7%	3%	0.0%
COc1ccccc1CCC(=O)Nc1ccc(S(=O)(=O)Nc2nccs2)cc1	·	-4%	·	14%	1.1%	·	3%	-10%	-1.4%
COc1cc2c(cc1OC)C(c1ccccc1F)NCC2 (configuration not stated)	-10%	-3%	-6%	4%	-0.1%	-1.4%	12%	0%	0.1%
O=C(Nc1ccccc1)c1ccc(NCCN2CCOCC2)c(S(=O)(=O)N2CCOCC2)c1	3%	-1%	15%	4%	0.9%	1.1%	5%	0%	0.3%
CCC(=O)N1CCc2cc(S(=O)(=O)NCCC(=O)Nc3cc(C)cc(C)c3)ccc21	0%	-1%	7%	-1%	2.6%	-0.5%	9%	5%	-0.1%
O=C(N1CCOCC1)N1CCC(c2nc(-c3ccc(S(=O)(=O)N4CCOCC4)cc3)no2)CC1	9%	-4%	5%	-3%	6.6%	-3.5%	-4%	-5%	-0.2%
O=C(CCS(=O)(=O)c1ccc2c(c1)NC(=O)CS2)NCCc1ccc(Cl)cc1	9%	-8%	27%	10%	·	1.9%	10%	-9%	0.0%
CNC(=S)N/N=C/c1ccc2c(c1)OCCO2	-9%	-7%	-9%	-16%	2.0%	-0.7%	4%	12%	0.2%

Compound activity from PubChem BioAssay.
